B2AR arrestin: qHTS assay of beta-arrestin-biased ligands of beta2-adrenergic receptor; Beta-2 adrenergic receptor (Homo sapiens), P07550; AID 492947, 2010; 330,000 compounds, 0.02% hits; Potency, µM (series often up to 46.1 µM), for the others: at the highest dose activation, hits mostly activators; beta-arrestin recruitment to beta2AR, cell-based reporter;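 note: 0% = DMSO controls and full agonism = EC100 isoproterenol or metaproterenol; nearly all actives have a fitted effect of over 65% in size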
Target sequence (P07550 whole entry, looked up): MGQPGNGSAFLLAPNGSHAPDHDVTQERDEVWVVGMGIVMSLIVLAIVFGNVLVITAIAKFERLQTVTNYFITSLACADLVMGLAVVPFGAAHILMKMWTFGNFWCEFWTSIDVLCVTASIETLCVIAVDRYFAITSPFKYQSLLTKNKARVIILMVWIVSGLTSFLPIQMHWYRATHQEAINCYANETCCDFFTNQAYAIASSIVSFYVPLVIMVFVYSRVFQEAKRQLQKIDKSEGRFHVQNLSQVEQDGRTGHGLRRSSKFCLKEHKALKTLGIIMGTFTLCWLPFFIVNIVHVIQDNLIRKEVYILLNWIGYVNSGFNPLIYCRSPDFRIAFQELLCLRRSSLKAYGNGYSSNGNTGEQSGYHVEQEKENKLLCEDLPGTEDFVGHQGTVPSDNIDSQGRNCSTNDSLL
USP2a block: qHTS Assay for Inhibitors of Ubiquitin-specific Protease USP2a Using CHOP2 as the Reporter; Ubiquitin carboxyl-terminal hydrolase 2 (Homo sapiens), O75604; USP2 core, Ub-CHOP2 coupled fluorogenic reporter, 485/531; Potency, µM (series often up to 38.3 µM), inactives show at the top dose activity change, negative = inhibition, hits mostly inhibitors; 330,000 compounds, 0.01% hits; AID 463254, 2010;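 note: plate controls were DMSO wells for no effect and full inhibition by NEM control for full effect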
Target sequence (O75604 whole entry, looked up): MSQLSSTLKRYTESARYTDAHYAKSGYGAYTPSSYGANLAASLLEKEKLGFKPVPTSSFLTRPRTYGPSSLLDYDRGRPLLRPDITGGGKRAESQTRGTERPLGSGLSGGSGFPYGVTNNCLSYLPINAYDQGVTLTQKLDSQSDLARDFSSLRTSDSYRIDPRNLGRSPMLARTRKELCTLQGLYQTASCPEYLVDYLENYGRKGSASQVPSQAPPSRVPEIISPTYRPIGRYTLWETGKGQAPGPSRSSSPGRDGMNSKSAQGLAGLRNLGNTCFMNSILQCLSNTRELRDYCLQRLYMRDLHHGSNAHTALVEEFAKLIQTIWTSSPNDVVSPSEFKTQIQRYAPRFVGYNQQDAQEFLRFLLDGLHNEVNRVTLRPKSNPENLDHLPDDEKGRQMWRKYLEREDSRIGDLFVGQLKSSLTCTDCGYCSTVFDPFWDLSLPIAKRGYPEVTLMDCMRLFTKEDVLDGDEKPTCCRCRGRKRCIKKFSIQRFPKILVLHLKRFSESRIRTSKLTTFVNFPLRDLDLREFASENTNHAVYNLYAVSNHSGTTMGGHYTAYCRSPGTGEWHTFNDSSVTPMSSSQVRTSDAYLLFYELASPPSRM
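Cell-free coupled assay: 10nM USP2 core preincubated 30min RT with compound in Tris-HCl pH 8.0/CaCl2/CHAPS buffer, then 25nM Ub-CHOP2 and 25nM reporter substrate; fluorescence (Ex 485/Em 531) read after 60min RT, normalized to NEM inhibition, concentration-response curves fitted.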
Integrin act MD: qHTS for Activators of Integrin-Mediated Alleviation for Muscular Dystrophy; alpha7betagal myoblasts, beta-gal FDG fluorescence, 48 h; Potency, µM (top dose mostly 38.3 µM), inactives show top-dose activation, actives largely listed as activators; 350,000 compounds, 0.064% hits; AID 624291, 2012;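 note: 100% = response of the positive control SU9516; nearly all actives have a fitted effect of over 60% in size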
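alpha7betagal+/- myoblasts (passage 13, 250/well) treated 48 h at 37C with compounds at 1:260 dilution of DMSO stock. Lysed, then beta-galactosidase activity read as FDG fluorescence (ex 480/em 540) after 30 min, with pre-read for autofluorescence.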
BRCA1 expr act: qHTS Assay to Identify Small Molecule Activators of BRCA1 Expression. Potency, µM (titrated, usually from 46.1 µM), for the others: at the top dose activation, most hits filed as activators. MCF7-BRCA1-FFLuc reporter, luminescence, 48 h; response scale: scaled: vehicle 0%, 10 µM genistein 100%. 380,000 compounds, 1.1% hits. AID 624202, 2012; note: nearly all actives have a fitted effect of over 80% in size; some results filed as inactive show a strong effect at the top dose
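Luminescence from a BRCA1-driven firefly luciferase in MCF7 cells was the read-out, taken 15 min after substrate addition following 48 h compound exposure at 37 °C. Data were normalized to a 10 microM genistein control and DMSO vehicle.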
Eya2 phos inh: qHTS Assay for Inhibitors of the Phosphatase Activity of Eya2. Potency, µM (top dose mostly 76.9 µM), for inactives: at the highest dose activity, negative = inhibition, actives largely listed as inhibitors. recombinant Eya2, OMFP fluorescence dephosphorylation (OMFP is methylfluorescein phosphate). AID 488837, 2010. 330,000 compounds, 0.006% hits; note: % is set by controls: 0 for no effect and ±100 for the full control effect
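Eya2 protein (added as 0.2 uM solution) was preincubated with compound for 10 min at ambient temperature in 50 mM HEPES pH 7.5, 50 mM NaCl, 5 uM MgCl2, 0.05% BSA, 1 mM DTT. OMFP (added at 50 uM) then reacted 10 min; fluorescence read at 485/525 nm.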
* marks the source's active call; other numbers are inactive results; ? = inconclusive; . = not tested or not shown; [ ] = dose if it differs, or a comment. Calls come from the whole dose curve; as a rule, active = well fitted curve in the direction sought with a large enough effect; inconclusive = small, poorly fitted or top-dose-only effect, or another doubt; inactive = no such curve, though single readings can be large; an effect the other way counts as inactive or inconclusive. Potency is the fitted concentration of half-maximal effect. An excerpt; rates above refer to the full screens.

SMILES	B2AR arrestin	USP2a block	Integrin act MD	BRCA1 expr act	Eya2 phos inh
Cc1cccc(CC(=O)NCCS(=O)(=O)N2CCN(c3ccccc3)CC2)c1	.	.	22%	1%	.
COc1ccc(Cl)cc1C(=O)NNC(=O)CCNC(=O)c1ccccc1	.	.	12%	-19%	.
COc1cc(NC(=O)C2=C(C)OCCS2)c(Cl)cc1C(=O)NCCCN1CCCC(C)C1 (stereo not given)	.	.	-20%	-11%	.
O=C1CSC(=S)N1N=Cc1c(F)cccc1Cl	.	.	6%	-17%	.
O=C(NCc1cccs1)c1ccc(Cl)c(S(=O)(=O)N2CCOCC2)c1	.	.	-16%	-6%	.
O=C(NCCc1ccccc1C(F)(F)F)c1cc(COc2ccccc2)on1	.	.	-15%	-5%	.
C/C(NCCc1ccc(O)cc1)=C1/CCOC1=O	.	.	16%	-17%	.
CCOc1ccc(N=Cc2ccc([N+](=O)[O-])cc2)c(O)c1	.	.	-3%	88%	.
O=C(O)c1sccc1S(=O)(=O)N1CCCCC1	.	.	14%	-3%	.
Cc1cccc(S(=O)(=O)N(C)C[C@@H]2OCc3cnnn3CCCC(=O)N([C@@H](C)CO)C[C@@H]2C)c1	.	.	2%	7%	.
Cc1ccccc1-c1nc(S(=O)(=O)c2ccccc2)c(NCCN2CCOCC2)o1	.	.	8%	-1%	.
COc1ccc(-c2ccc(CCC(=O)O)n2-c2cc(OC)ccc2OC)cc1	.	.	-42%	-33%	.
COC1=C(Br)C(=O)c2nc(C)ccc2C1=O	.	.	-15%	-62%	.
COc1ccc(-n2ccnc2SCC(=O)c2c(N)n(C3CC3)c(=O)[nH]c2=O)cc1	.	.	8%	15%	.
COc1ccc(NC(=O)CSc2nnnn2C2CCCC2)cc1S(=O)(=O)N1CCOCC1	.	.	21%	-12%	.
Cc1cccc(NC(=O)CCc2ccc(N3C(N)=NC(N)=NC3(C)C)cc2)c1	.	.	-51%	-31%	.
Cc1cc(S(=O)(=O)N2CCCCC2CCNC(=O)C(=O)NCCN2CCOCC2)ccc1F (stereo not given)	.	.	-10%	-5%	.
O=C(Cc1ccc(Br)cc1)Nc1cccc(S(=O)(=O)N2CCCCC2)c1	.	.	-52%[inhibitor]	-60%	.
C/C=C/c1ccc2c(c1)O[C@H](CN(C)C(=O)NC1CCCC1)[C@H](C)CN([C@H](C)CO)S2(=O)=O	.	.	6%	-12%	.
CCOC(=O)c1c(C)[nH]c(C(=O)OC(C)C(=O)NC2(C#N)CCCCC2)c1C (stereo not given)	.	.	-6%	-25%	.

One compound at a time, from the list above.
Listed for Cc1ccccc1-c1nc(S(=O)(=O)c2ccccc2)c(NCCN2CCOCC2)o1 → B2AR arrestin = .; USP2a block = .; Integrin act MD = 8%; BRCA1 expr act = -1%; Eya2 phos inh = .
Listed for C/C(NCCc1ccc(O)cc1)=C1/CCOC1=O → B2AR arrestin = .; USP2a block = .; Integrin act MD = 16%; BRCA1 expr act = -17%; Eya2 phos inh = .
Listed for Cc1cccc(CC(=O)NCCS(=O)(=O)N2CCN(c3ccccc3)CC2)c1 → B2AR arrestin = .; USP2a block = .; Integrin act MD = 22%; BRCA1 expr act = 1%; Eya2 phos inh = .

More compounds.
SMILES	B2AR arrestin	USP2a block	Integrin act MD	BRCA1 expr act	Eya2 phos inh
CCC(Sc1nc2ccsc2c(=O)n1Cc1ccc(C(=O)O)cc1)C(=O)Nc1cccc(OC)c1 (stereo not given)	.	.	11%	-6%	.
CCCC(=O)Nc1ccc(S(=O)(=O)N2CCc3ccccc32)cc1	.	.	-16%	-32%	.
Nc1c(C(=O)Nc2ccc(Br)cc2)sc2nc(N3CCOCC3)c3c(c12)CCCC3	.	.	8%	1%	.
COc1ccc([C@H]2C[C@H](O)[C@@H](n3cc(-c4ccc(F)cc4)nn3)CN2CC2CCCCC2)cc1	.	.	-6%	-52%	.
O=C(NCc1ccc(F)cc1)C1CCCN1S(=O)(=O)c1ccc(F)cc1 (stereo not given)	.	.	0%	26%	.
C[C@H]1CN([C@@H](C)CO)C(=O)c2cc(-c3cccc(F)c3)cnc2O[C@@H]1CN(C)S(C)(=O)=O	.	.	8%	-7%	.
C[C@H](CO)N1C[C@H](C)[C@@H](CN(C)Cc2ccc(O)cc2)OCc2cnnn2CCCC1=O	.	.	17%	0%	.
Cc1ccc([C@H]2C[C@@H](n3cc(-c4ccc(F)cc4)nn3)[C@H](O)CN2CC2CCCCC2)cc1	.	.	-11%	-5%	.
CC(C)OC(=O)N(C)C[C@@H]1OCc2cn(nn2)CCCC(=O)N([C@@H](C)CO)C[C@H]1C	.	.	2%	5%	.
CC(C)(C)C1CCNC(=O)CC1 (stereo not given)	.	.	6%	18%	.
COC(=O)C[C@@H]1C[C@H]2c3cc(NC(=O)CC4CC4)ccc3O[C@H]2[C@@H](CO)O1	.	.	-13%	15%	.
CC#CCN(Cc1ccco1)C(=O)C1CCC(=O)N(CCc2cccc(F)c2)C1 (stereo not given)	.	.	-7%	-18%	.
Cc1c(Cl)cccc1NC(=O)CSc1nc(=O)n(CCCN2CCOCC2)c2c1CCCC2	.	.	8%	-16%	.
CC1=C(C(=O)N(C(C)C)C(C)C)CC(CC(=O)NC2CCCC2)C(=O)N1Cc1ccccc1 (stereo not given)	.	.	17%	-4%	.
C[C@@H]1CCCCO[C@H](CN(C)C(=O)Nc2ccc(C(F)(F)F)cc2)[C@@H](C)CN([C@H](C)CO)C(=O)c2cc(NC(=O)c3ccncc3)ccc2O1	.	.	-19%	-36%	.
Cc1ccsc1C(=O)OCC(=O)NC1CCCCC1	.	.	24%	?	.
CCOC(=O)c1c(C)[nH]c(C(=O)OCC(=O)NCc2ccco2)c1C	.	.	2%	52%	.
COc1ccc(C(CNC(=O)c2ccc(OCc3cscn3)cc2)N2CCCC2)cc1 (stereo not given)	.	.	-43%	-13%	.
COc1ccc(CCNCCC(c2ccccc2)c2ccccc2)cc1OC	.	.	-53%[inhibitor]	-34%	.
Cc1noc(C)c1NC(=O)N(C)C[C@@H]1Oc2ncc(C#CC3CC3)cc2C(=O)N([C@@H](C)CO)C[C@@H]1C	.	.	-14%	3%	.
O=C1Nc2cc(C(=O)NCCN3CCCCCC3)ccc2S/C1=C/c1ccccc1F	.	.	-64%[inhibitor]	-80%[inhibitor]	.
Cc1ccc(S(=O)(=O)N2CCOCC2)cc1NC(=O)c1ccncc1	.	.	-8%	-12%	.
CCCCCCN1C[C@H](n2cc(-c3ccc(F)cc3)nn2)[C@@H](O)C[C@@H]1c1ccc(Cl)cc1	.	.	-59%[inhibitor]	-67%	.
NC(CSC(c1ccccc1)(c1ccccc1)c1ccc2c(c1)OCO2)C(=O)O (stereo not given)	.	.	0%	-2%	.
CCc1c(O)nc(SCC(=O)Nc2ccccc2)n(-c2ccccc2C)c1=O	.	.	15%	0%	.
COc1ccc(C(=O)CSc2nc3nn(-c4ccccc4)c(=O)c-3c3n2CCCCC3)c(OC)c1	.	.	10%	-8%	.
O=C(C1CCCCC1)N1C[C@H](O)[C@@H](n2cc(C3CC3)nn2)C[C@@H]1c1ccccc1	.	.	-5%	2%	.
COc1ccc(C(=O)Nc2ccccc2C(=O)NC2CC2)c(OC)c1OC	.	.	-7%	-9%	.
Cc1cccc(NC(=O)COC(=O)CN2C(=O)c3ccccc3C2=O)c1C	.	.	-9%	-6%	.
C[C@@H]1CN([C@@H](C)CO)C(=O)CCCn2cc(nn2)CO[C@H]1CN(C)S(=O)(=O)c1cccc(C#N)c1	.	.	-20%	3%	.
CSC[C@H]1CN(c2ccccc2)C(=O)[C@@H]1CC(=O)Nc1ccc(Br)cc1	.	.	-3%	1%	.
O=C(OCc1cn([C@@H]2CN(CC3CCCCC3)[C@@H](c3ccc(Cl)cc3)C[C@H]2O)nn1)c1ccccc1	.	.	4%	2%	.
C[C@@H]1CCCCO[C@H](CN(C)Cc2ccccc2)[C@@H](C)CN([C@H](C)CO)C(=O)c2cc(NC(=O)c3ccccc3)ccc2O1	.	.	6%	-49%	.
COc1ccc(OC)c(C=Cc2ccc([N+](=O)[O-])cc2)c1	.	.	-15%	-21%	.
CC(=O)Nc1ccc(C=CC(=O)c2ccc([N+](=O)[O-])cc2)cc1	.	.	5%	29%	.
Cc1ccc(S(=O)(=O)N=N/C=C2\C=CC=CN2O)cc1	.	.	-4%	1%	.
Cc1ccc([C@H]2C[C@H](O)[C@@H](n3cc(C4CC4)nn3)CN2CC2CCCCC2)cc1	.	.	-1%	8%	.
Cc1ccc2nc(N)nnc2c1	.	.	11%	74%	.
O=C(COC(=O)c1cccc(S(=O)(=O)N2CCCC2)c1)c1ccc(F)cc1	.	.	-5%	23%	.
Cn1c2cc(B(O)O)sc2c2cnn(Cc3c(F)cccc3F)c(=O)c21	-0.3%	-8%	.	.	-1%
O=C(O)c1ccc2c(c1)C(=O)N([C@]1(C(=O)O)CC1c1ccccc1)C2=O (stereo not given in full)	-0.2%	-2%	.	.	8%
CCC(=O)NC(c1cccs1)c1cc(Br)c2cccnc2c1O (stereo not given)	-0.8%	-9%	.	.	3%
CC(=O)NC(c1ccco1)c1cc(Br)c2cccnc2c1O (stereo not given)	?	0%	.	.	14%
COc1ccc(C[C@H](C(=O)O)N2C(=O)c3ccc(C(=O)O)cc3C2=O)cc1	0.4%	4%	.	.	1%
O=C(Nc1ccccc1F)c1ccc(O)c2ncccc12	11%	3%	.	.	-4%
Fc1cccc(CNc2ncnc3ccc(-c4ccccc4Cl)cc23)c1	0.0%	-6%	.	.	-25%
Clc1cccc(-c2ccc3ncnc(NCc4ccc5c(c4)OCO5)c3c2)c1	0.1%	2%	.	.	4%
Oc1ccc(COc2cccc3ccccc23)c2cccnc12	0.4%	-3%	.	.	0%
COc1cccc(-c2ccc3ncnc(NCc4cccc(F)c4)c3c2)c1	0.3%	-1%	.	.	-4%
Fc1cccc(CNc2ncnc3ccc(-c4cccnc4)cc23)c1	-0.2%	5%	.	.	1%
O=C(O)c1ccc2c(c1)C(=O)N([C@H](Cc1c[nH]c3ccccc13)C(=O)O)C2=O	0.0%	8%	.	.	6%
CC(=O)NC(c1ccco1)c1cc(Cl)c2ccc(N3CCCCC3)nc2c1O (stereo not given)	-1.2%	2%	.	.	-5%
COc1ccc(S(=O)(=O)N2CCN(S(=O)(=O)c3ccc(OC)cc3)CC2)cc1	-0.1%	0%	.	.	13%
O=S(=O)(NC1CCN(S(=O)(=O)c2ccc3c(c2)OCCO3)CC1)c1c(F)cccc1F	-0.2%	5%	.	.	1%
O=C(O)c1ccc(S(=O)(=O)N[C@H](Cc2ccc(O)cc2)C(=O)O)cc1	-0.4%	1%	.	.	-3%
Oc1ccc(COC2CCCC2)c2cccnc12	7.5%	1%	.	.	-6%
O=C(O)c1ccc2c(c1)C(=O)N([C@H](Cc1ccc(Cl)cc1)C(=O)O)C2=O	-0.3%	4%	.	.	-7%
Brc1ccc(-c2csc(N3CCCCC3)n2)cc1	-0.2%	0%	.	.	-2%
Cc1cccc(-c2ccc3ncnc(N(C)Cc4ccco4)c3c2)c1	-0.4%	-1%	.	.	-14%
CCOC(=O)c1c(CNCc2ccccc2F)c2sc(C)cc2n1C	-0.1%	4%	.	.	-6%
